Screening results from PubChem.
Fam108B inh – mouse Fam108B serine hydrolase inhibitors, primary screen, counter-screen for RBBP9 inhibitor project, biochemical, fluorescence polarization; hit rate 0.33% among 300,000; recombinant Fam108B, FP-Rh probe fluorescence polarization; inhibition, % at 9.51 µM;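 active = inhibition above the screen mean inhibition plus 3 SD, computed separately per campaign, cut at about 18% in these data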;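 note: inhibitors lower polarization as less probe binds the enzyme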
GSTO1 inh – inhibitors of recombinant GSTO1, primary screen, counter-screen for RBBP9 inhibitor project, biochemical, fluorescence polarization | Glutathione S-transferase omega-1 (Homo sapiens), P78417 | activity-based probe fluorescence polarization | inhibition, % at 5.96 µM | hit rate 1.1% among 300,000;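 active = inhibition above the campaign mean inhibition plus 3 SD, cut at about 35% in these data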;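 note: 0% = GSTO1-1 with DMSO and 100% = wells lacking GSTO1-1 enzyme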
Target sequence (P78417 whole entry, looked up): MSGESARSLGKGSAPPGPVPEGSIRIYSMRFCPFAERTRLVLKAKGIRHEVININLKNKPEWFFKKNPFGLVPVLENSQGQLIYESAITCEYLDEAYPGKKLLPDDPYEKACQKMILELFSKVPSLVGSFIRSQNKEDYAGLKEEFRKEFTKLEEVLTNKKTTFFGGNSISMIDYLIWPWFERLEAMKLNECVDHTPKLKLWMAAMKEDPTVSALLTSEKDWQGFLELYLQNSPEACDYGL
MEX-5 binding – MEX-5 zinc finger RNA-binding disruptors – biochemical, C. elegans, fluorescence polarization, MLPCN library, primary screen. Zinc finger protein mex-5 (Caenorhabditis elegans), Q9XUB2. MEX-5/FITC-TCR2 RNA binding; active compounds read low. activity score (negative = inhibition of binding), % at 10 µM. hit rate 0.38% among 300,000;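 active = inhibition past about -25% in most replicates, and total fluorescence under double the plate's negative control median, limit read from the data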;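 note: 0% = DMSO and -100% = 5 µM competing unlabeled TCR2 RNA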
Target sequence (Q9XUB2 whole entry, looked up): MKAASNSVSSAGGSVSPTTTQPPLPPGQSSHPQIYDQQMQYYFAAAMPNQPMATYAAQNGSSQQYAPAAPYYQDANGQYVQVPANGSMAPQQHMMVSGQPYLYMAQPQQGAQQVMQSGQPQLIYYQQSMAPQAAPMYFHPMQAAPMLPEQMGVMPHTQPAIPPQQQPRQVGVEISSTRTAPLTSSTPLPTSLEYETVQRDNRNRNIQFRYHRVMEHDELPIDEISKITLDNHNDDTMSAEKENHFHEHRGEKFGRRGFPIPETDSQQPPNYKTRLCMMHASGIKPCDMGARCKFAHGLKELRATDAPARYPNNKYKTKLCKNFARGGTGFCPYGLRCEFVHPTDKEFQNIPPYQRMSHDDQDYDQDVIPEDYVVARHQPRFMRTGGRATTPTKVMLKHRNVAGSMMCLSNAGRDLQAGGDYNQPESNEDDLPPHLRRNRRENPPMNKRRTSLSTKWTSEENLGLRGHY
GLD-1 RNA inh – GLD-1/TGE RNA complex disruptors, primary screen, biochemical, fluorescence polarization | inhibition, % at 5.96 µM | Female germline-specific tumor suppressor gld-1 (Caenorhabditis elegans), Q17339 | purified GLD-1 + fluorescein TGE RNA | hit rate 0.44% among 320,000 | AID 2280, 2010;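 active = percent inhibition above a per-plate cutoff, the plate mean of test compounds plus 3 SD, cut at about 30% in these data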;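 note: 0% = DMSO wells with GLD-1 and probe and 100% = wells lacking GLD-1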
PME-1 inh – PME-1 inhibitors via competitive probe labeling, primary screen, biochemical, fluorescence polarization, FP-Rh probe, HTS; Protein phosphatase methylesterase 1 (Homo sapiens), Q9Y570; recombinant PME-1; inhibition, % at 5.9 µM; hit rate 0.53% among 320,000;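 active = inhibition above the campaign mean of all compounds plus 3 SD, cut at about 26% in these data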;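 note: competitive labeling of PME-1 active site by serine hydrolase directed probe; 0% = PME-1 with DMSO and 100% = wells lacking PME-1 enzyme; inhibitors block probe labeling so polarization falls and inhibition rises; many of its hits are not listed in these tables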
PAD4 FP inh – human PAD4 inhibitors, primary screen, biochemical, fluorescence polarization, 1536-well format. Protein-arginine deiminase type-4 (Homo sapiens), Q9UM07. recombinant PAD4, RCA probe fluorescence polarization. inhibition, % at 6.36 µM. hit rate 0.41% among 330,000. AID 485272, 2010;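 active = percent inhibition above a cutoff equal to the mean of all tested compounds plus 3 SD, cut at about 15% in these data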;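 note: 0% = PAD4 with RCA probe and DMSO and 100% = probe without PAD4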
TPT1 inhibitor – Candida albicans TPT1 enzyme inhibitors, primary screen, biochemical, fluorescence polarization | tRNA 2'-phosphotransferase TPT1 (Candida albicans SC5314) | recombinant caTPT1, FP RNA substrate dephosphorylation | inhibition, % at 5 µM | hit rate 0.81% among 300,000;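 active = inhibition above the mean of all tested compounds plus 3 SD, set per screening campaign, cut at about 24% in these data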;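 note: plate controls were DMSO alone for no effect and ferristatin control at 100 nM for full effect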
MCL1 BIM primary – inhibitors of MCL1 binding to BIM-BH3, primary screen, biochemical, fluorescence polarization; Induced myeloid leukemia cell differentiation protein Mcl-1 (Homo sapiens), Q07820; hit rate 0.68% among 320,000; AID 2057, 2009; GST-MCL1 / FITC-Bim-BH3 fluorescence polarization; inhibition, % at 10.9 µM;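 active = inhibition above the mean inhibition of all tested compounds plus 3 SD, set per campaign, cut at about 40% in these data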;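 note: 0% = DMSO wells and 100% = unlabeled Bim-BH3 peptide control; higher means more loss of mP so more displacement of Bim peptide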
Bcl-xL primary – inhibitors of human Bcl-xL, primary screen, biochemical, fluorescence polarization, HTS; Bcl-2-like protein 1 (Homo sapiens), Q07817; hit rate 0.7% among 320,000; inhibition, % at 10.9 µM; AID 2129, 2009; GST-Bcl-xL / FITC-Bim BH3 peptide fluorescence polarization;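 active = inhibition above the mean of all tested compounds plus 3 SD, cutoff set per campaign, cut at about 30% in these data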;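 note: 0% = DMSO wells and 100% = unlabeled Bim-BH3 peptide competitor; inhibitors lower millipolarization by displacing the labeled peptide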
Target sequence (Q07817 whole entry, looked up): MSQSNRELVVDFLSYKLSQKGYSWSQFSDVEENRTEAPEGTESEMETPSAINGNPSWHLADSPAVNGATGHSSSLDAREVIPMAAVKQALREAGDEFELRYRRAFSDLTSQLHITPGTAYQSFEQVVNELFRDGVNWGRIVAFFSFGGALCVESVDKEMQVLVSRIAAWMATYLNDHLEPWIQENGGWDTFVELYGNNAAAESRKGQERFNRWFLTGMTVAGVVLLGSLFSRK
An asterisk follows results filed as active; · = not tested or not shown.

SMILES	Fam108B inh	GSTO1 inh	MEX-5 binding	GLD-1 RNA inh	PME-1 inh	PAD4 FP inh	TPT1 inhibitor	MCL1 BIM primary	Bcl-xL primary
Nc1nnnn1N=C1CCCCC1	-2	0	-1.1	4	2	0	-1	-9	2
NNC(=O)c1nn(-c2ccccc2)cc1O	5	20	1.6	12	-3	-3	-1	24	12
Cc1cccc(C)c1NC(=S)N(Cc1cccnc1)Cc1ccccc1Cl	3	7	2.0	0	8	-3	-4	-3	1
CCCNc1c(NC(=O)COc2ccc(Cl)cc2)c(=O)oc2ccccc12	-7	-2	-0.6	-7	-3	-3	-1	-9	-1
COc1ccc(OC)c(NC(=O)CCN2CCC(C)CC2)c1	0	1	-0.5	-6	-1	2	2	8	6
CC(C)CCNC(=O)CCSCCC(=O)NCCC(C)C	5	-1	1.8	8	0	-1	3	7	6
COc1ccc(CCC(C)NCc2ccc(C(F)(F)F)cc2)cc1 (stereo not drawn)	-3	-4	-1.9	8	-1	0	2	-3	-4
O=C(c1ccc(Cl)c([N+](=O)[O-])c1)N(Cc1ccco1)C1CCS(=O)(=O)C1 (stereo not drawn)	0	1	-0.4	-2	-1	0	1	-7	-4
O=C(O)c1ccccc1-c1ccccc1C(=O)Nc1ccc(-c2nc3cc(Cl)ccc3o2)cc1	-19	-137	2.1	-3	31*	-7	1	15	14
CCOC(CNC(=O)c1ccc2nc(N3CCC(C)CC3)sc2c1)OCC	0	2	-1.7	1	-2	-1	2	5	5
CCOC(=O)CN1C(=O)C(=O)N(Cc2c(C)cc(C)cc2C)C1=O	1	-5	-2.2	-8	-2	-2	2	0	1
COc1ccc(C(=O)c2c[nH]c(C(=O)NCC3CCCO3)c2)cc1 (stereo not drawn)	-4	-6	0.3	-1	2	4	2	0	-1
CCOCCCNC(=O)Cc1ccc(F)cc1	1	3	-1.2	0	5	0	-1	-1	5
CSCC[C@H](N)C(=O)N1CCC(C(=O)N[C@H](C)C(=O)Nc2ccc(C(C)C)cc2)CC1	-1	-1	-0.8	3	-6	-2	1	3	2
Cc1cc(C2=NNC(=NCCc3ccccc3)SC2)c(C)n1-c1c(C)n(C)n(-c2ccccc2)c1=O	-2	17	3.5	-8	-7	-4	0	-1	-1
COc1ccc(-c2nnn(CC(=O)c3ccccc3)n2)cc1OC	0	3	-1.3	12	0	3	0	3	8
CCCNC(=O)COC(=O)/C(C#N)=C/c1cc(C)n(CCC)c1C	0	3	4.1	-2	2	1	1	1	8
CCOC(=O)C(=O)N=Nc1c(O)n(C)c2ccccc12	-5	-6	-4.0	-3	1	-1	1	-4	1
CSc1ccccc1C(=O)Nc1cccc(C(C)O)c1 (stereo not drawn)	-3	0	4.2	-1	2	-10	-1	7	1
COc1cc(CCCN2C(N)=NC[C@@H]2Cc2ccc(O)cc2)cc(OC)c1OC	-5	7	-1.8	5	-1	-3	3	-4	-3
COc1ccccc1CNC(=O)c1ccc(NC2=NC3CS(=O)(=O)CC3S2)cc1 (stereo not drawn)	2	-4	-2.1	1	0	5	-4	7	2
COc1ccc(CNC(=O)CN(Cc2ccccc2)S(=O)(=O)c2ccc(Cl)cc2)cc1	-2	-7	-0.4	6	10	0	-4	1	3
CC(C)c1nnc(NC(=O)COc2ccc3c(c2)OCO3)s1	2	8	-0.9	-8	-1	-4	0	-4	-2
CCOC(=O)N1CCN(Cc2ccc(OCC(O)CN3CCCCC3)cc2)CC1 (stereo not drawn)	1	0	-1.5	8	4	0	0	15	5
CCOC(=O)N1CCN(C(=O)Cn2nc(C)n3nc(-c4ccc(OC)cc4)cc3c2=O)CC1	2	5	-1.0	0	-1	-1	-3	-2	2

Next part.
SMILES	Fam108B inh	GSTO1 inh	MEX-5 binding	GLD-1 RNA inh	PME-1 inh	PAD4 FP inh	TPT1 inhibitor	MCL1 BIM primary	Bcl-xL primary
O=C(CCNC(=O)c1ccc(Br)cc1)Nc1ccccc1N1CCCC1	-3	-1	-1.2	10	3	-2	-1	2	4
CCn1c(SCc2cc(=O)n3ccsc3n2)nc2ccccc21	3	4	-6.6	9	1	3	-4	9	5
COc1cccc(CN(C(=O)c2ccccc2Br)C2CCS(=O)(=O)C2)c1 (stereo not drawn)	2	0	2.0	-3	0	-1	-3	2	1
O=C1C(C2=NC(c3ccccn3)C3C(=O)N(c4ccc(OC(F)(F)F)cc4)C(=O)C23)=C(O)c2ccccc21 (stereo not drawn)	2	14	-0.4	1	5	6	-1	7	1
CCN(C(=O)CSc1nnc(-c2c[nH]c3ccccc23)o1)C1CCS(=O)(=O)C1 (stereo not drawn)	-3	-1	0.0	-1	2	-4	-3	-5	-6
COc1ccc(CN2C(=O)C(=O)N(CC(N)=O)C2=O)cc1	3	1	-0.6	-7	-1	-5	0	2	7
Cc1cc(-c2ccccc2)nc(N/N=C/c2cccnc2)n1	4	-5	-3.4	3	-3	1	3	-3	3
Cc1cc(NC(=O)CSc2nnc(-c3cccs3)n2N)no1	2	1	1.7	0	-5	1	0	-17	5
CNC(=O)c1ccsc1NC(=O)c1ccc(S(=O)(=O)N2CCc3ccccc32)cc1	-19	-27	0.1	0	-25	1	2	-2	2
CCn1c2ccccc2c2cc(NC(=O)c3ccco3)ccc21	12	2	0.4	0	18	5	-1	1	4
O=C(C1CC1)N1N=C(C2CCCCC2)CC1(O)C(F)(F)F (stereo not drawn)	1	-7	0.2	7	-5	0	3	6	2
CCn1c(=O)c2cc(C(=O)N(C)c3cc(C)ccc3OC)sc2c2ccccc21	-13	-11	-1.6	-3	-10	-1	-2	-4	-1
Cc1oc(S(=O)(=O)N(C)C)cc1C(=O)Nc1ccc(F)cc1	3	-8	2.1	4	5	-1	1	-3	1
CN(C)S(=O)(=O)c1cccc(NC(=O)CN2C(=O)NC(Cc3c[nH]c4ccccc34)C2=O)c1 (stereo not drawn)	1	1	0.8	-4	8	-6	-5	-10	2
Cc1ccccc1OCCC(=O)N1CCN(S(=O)(=O)c2ccc(F)cc2)CC1	4	-4	0.8	0	1	0	-4	-8	4
CC(C)c1ccc(NC(=O)C(c2ccccc2)N(Cc2ccco2)C(=O)CC2NC(=O)NC2=O)cc1 (stereo not drawn)	1	7	1.5	-1	0	-1	0	-5	2
Cc1ccc2c(c1)/C(=C/c1ccccc1C)C(=O)N2	-3	-7	-1.3	2	-2	6	-4	-4	-1
COC(=O)c1sc(S(=O)(=O)NCCCN(C)C)c(C(=O)OC)c1C	6	-5	0.6	0	8	-3	2	3	2
OCc1cc(Br)ccc1OCc1nc2ccccc2s1	-6	-1	-2.5	2	-24	-3	2	-9	-3
CC(CCn1cccn1)NC(=O)CCc1nnc(CCc2ccccc2)o1 (stereo not drawn)	3	6	-0.1	9	6	-3	-2	7	5
Nc1nc(SCC(=O)C23CC4CC(CC(C4)C2)C3)n[nH]1	4	6	-1.4	-4	-1	-2	-7	15	10
NS(=O)(=O)c1ccc(CCNC(=O)COC(=O)Cc2ccc([N+](=O)[O-])cc2)cc1	·	·	·	0	-3	0	·	5	4
CCOC(=O)c1cc(CC)sc1NC(=O)COC(=O)c1cnccn1	3	0	3.7	-1	-1	-4	-2	-8	-9
CN(C(=O)COC(=O)CN1C(=O)c2cccc([N+](=O)[O-])c2C1=O)c1ccccc1	·	·	·	-3	4	1	·	4	1
CC(C)(C)OC(=O)NCCCCCc1nnc(SCc2cccc(F)c2)o1	0	-4	0.1	8	-2	-1	1	-2	-2

Further compounds:
SMILES	Fam108B inh	GSTO1 inh	MEX-5 binding	GLD-1 RNA inh	PME-1 inh	PAD4 FP inh	TPT1 inhibitor	MCL1 BIM primary	Bcl-xL primary
O=C(NCC(=O)N1CCCC(C(F)(F)F)C1)c1ccc(Br)o1 (stereo not drawn)	0	7	1.4	1	-2	1	-4	7	9
O=C(CSc1nnc(-c2ccc(Cl)cc2)o1)N1CCOCC1	4	-3	1.2	1	1	-7	3	3	6
Cc1nn(C)c(C)c1NC(=S)Nc1ccc(S(=O)(=O)Nc2ncccn2)cc1	-3	0	-4.6	2	12	2	-2	9	6
COc1ccc(Br)cc1CN(C)CC(=O)Nc1ccccc1Cl	-5	-2	-1.5	2	-6	-1	2	-7	-3
O=C(CN1CCCC1=O)NC1(C(F)(F)F)NC(=O)N(Cc2ccccc2)C1=O (stereo not drawn)	-3	-6	2.2	5	-3	-1	0	-4	7
CC(C)=CCc1c(-c2ccc(O)cc2O)oc2cc3c(c(O)c2c1=O)C=CC(C)(C)O3	-17	-1	-2.8	15	-14	-7	3	-1	5
COc1cccc(C2NC(=O)c3sc(=S)n(-c4ccccc4)c3N2)c1 (stereo not drawn)	-4	0	-2.6	-4	1	4	-2	4	2
Cc1ccc(-n2nnnc2SCC(=O)N2CCc3ccccc3C2)c(C)c1	0	3	1.2	3	10	0	-1	3	1
CCN(CC(=O)NCc1ccc(Cl)cc1)C(=O)c1cc(OC)cc(OC)c1	3	4	-1.9	2	-5	0	3	-1	2
O=C1CCCN1c1ncc(S(=O)(=O)c2ccc([N+](=O)[O-])cc2)s1	1	4	-0.3	-3	-3	-7	0	2	1
O=C(CCl)N1CCN(CC(=O)N2CCCC2)CC1	1	82*	2.0	-3	-6	2	-1	-2	1
O=C(c1ccco1)N1CCN(Cc2cc(=O)c(OCc3c(F)cccc3Cl)co2)CC1	3	-3	-0.1	-2	1	2	-1	8	7
COc1cccc(CN(C)CC2CCCN(CCc3ccc(Cl)cc3)C2)c1OC (stereo not drawn)	5	-1	2.3	6	-1	-4	-2	0	1
CCOc1ccc(-n2cc(-c3ccccc3)c3c(=S)nc[nH]c32)cc1	-4	-9	-2.1	-4	17	-4	-2	10	9
Cc1ccc(-c2ocnc2C(=O)Nc2ccccc2NC(=O)c2ccccn2)cc1	-4	4	2.7	7	-3	3	-2	6	8
COc1cccc(NC(=O)c2ccc3c(O)c(S(=O)(=O)c4ccccc4)c(=O)[nH]c3c2)c1	-8	-18	-1.0	3	-9	-7	4	6	9
CC(C)CCN=Cc1c(O)n(-c2ccccc2)c(=O)c2ccccc12	0	-3	1.6	6	-2	-4	4	1	2
CCN(CC(=O)Nc1ccc(NC(C)=O)cc1)C(=O)/C=C/c1cn(-c2ccccc2)nc1-c1ccc(F)cc1	-15	-27	3.6	5	-9	-2	2	-1	-2
CSCCC1C(C#N)=C(N)Oc2n[nH]c(-c3cccs3)c21 (stereo not drawn)	-4	31	-3.4	-10	0	-4	3	-4	-2
Cc1cccc(NC(=O)CN(C)S(=O)(=O)c2ccc(-c3ccc(=O)[nH]n3)s2)c1C	-10	-8	-0.7	-3	-7	-6	0	7	5

Only part of the results is shown, so the mix of outcomes need not match the whole.
